Screening data from PubChem BioAssay.
BAZ2B block: qHTS Assay for Inhibitors of BAZ2B; 360,000 tested, 4.4% active; AID 504333, 2011; Bromodomain adjacent to zinc finger domain protein 2B (Homo sapiens), Q9UIF8; AlphaScreen BAZ2B-H3K14Ac peptide displacement; Potency, µM (titrated, usually from 114 µM), without a hit: at the highest dose activity change, negative = inhibition, hits mostly inhibitors; note: % is set by controls: 0 for no effect and ±100 for the full control effect; nearly all actives have a fitted effect of over 60% in size
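Multi-concentration screen (max 110 uM) measuring displacement of acetylated histone H3 peptide from BAZ2B by AlphaScreen, using 50 nM protein, 50 nM peptide and 10 ug/mL streptavidin donor plus Ni-chelate acceptor beads.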
Pol eta inh: qHTS for Inhibitors of Polymerase Eta | recombinant Pol eta, fluorescent DNA replication assay | Potency, µM (series often up to 114 µM), for inactives: top-dose activity change, negative = inhibition, usual class: inhibitors | 390,000 tested, 1.2% active | AID 588591, 2011; note: % is set by controls: 0 for no effect and ±100 for the full control effect
Target sequence (Q9Y253 whole entry, looked up): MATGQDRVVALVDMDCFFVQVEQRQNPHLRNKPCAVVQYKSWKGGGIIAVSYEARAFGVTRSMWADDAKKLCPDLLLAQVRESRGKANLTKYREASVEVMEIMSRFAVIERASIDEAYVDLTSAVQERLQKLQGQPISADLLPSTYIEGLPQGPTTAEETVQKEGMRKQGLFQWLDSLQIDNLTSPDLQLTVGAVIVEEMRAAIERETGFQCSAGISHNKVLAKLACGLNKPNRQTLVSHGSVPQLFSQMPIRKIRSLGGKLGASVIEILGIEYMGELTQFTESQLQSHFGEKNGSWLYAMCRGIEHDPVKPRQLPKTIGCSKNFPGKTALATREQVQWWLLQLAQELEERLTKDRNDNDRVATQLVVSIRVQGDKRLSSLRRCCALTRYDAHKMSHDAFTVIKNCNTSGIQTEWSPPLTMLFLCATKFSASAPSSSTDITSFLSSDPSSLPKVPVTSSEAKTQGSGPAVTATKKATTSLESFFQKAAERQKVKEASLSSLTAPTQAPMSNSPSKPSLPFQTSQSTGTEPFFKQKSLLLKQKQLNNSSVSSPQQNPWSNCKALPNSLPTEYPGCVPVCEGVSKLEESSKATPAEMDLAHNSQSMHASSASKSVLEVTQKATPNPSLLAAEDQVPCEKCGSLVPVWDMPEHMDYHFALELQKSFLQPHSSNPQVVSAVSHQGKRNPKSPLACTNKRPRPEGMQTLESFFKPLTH
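Pol eta at 10 nM preincubated with compounds 15 min at room temperature; reaction started with fluorescent substrate (50 nM final) and read kinetically at 0 and 10 min.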
POLB inh: qHTS Assay for Inhibitors of DNA Polymerase Beta | Potency, µM (doses to about 114 µM), for inactives: at the highest dose activity change, negative = inhibition, actives largely listed as inhibitors | Pol beta primer extension/strand displacement, fluorescence kinetic | P06746 | AID 485314, 2010 | 340,000 tested, 1.3% active; note: % is set by controls: 0 for no effect and ±100 for the full control effect
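Homogeneous kinetic assay of primer extension and strand displacement by 10 nM Pol beta, preincubated 15 min at room temperature with compound before 50 nM substrate (final) was added. Read at 0 and 10 min; four-parameter Hill fit.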
BLM helicase inh: qHTS Assay for Inhibitors of Bloom's syndrome helicase (BLM) | RecQ-like DNA helicase BLM (Homo sapiens), P54132 | recombinant BLM DNA unwinding, fluorescence dequenching | Potency, µM (doses to about 56.1 µM), for inactives: top-dose activity change, negative = inhibition, most hits filed as inhibitors | 350,000 tested, 0.2% active;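 note: plate controls were vehicle for no effect and no enzyme for full effect; nearly all actives have a fitted effect of over 35% in size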
G9a inh: qHTS Assay for Inhibitors of Histone Lysine Methyltransferase G9a | Potency, µM (doses to about 102 µM), inactives show at the top dose activity, negative = inhibition, most hits filed as inhibitors | 350,000 tested, 8.8% active | AID 504332, 2011 | G9a H3K9 monomethylation, AlphaScreen, 2 h; note: % is set by controls: 0 for no effect and ±100 for the full control effect; nearly all actives have a fitted effect of over 75% in size
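G9a (20 nM) was preincubated 15 min with compound, then reacted 2 h at room temperature with 500 nM biotin-H3K9 peptide and 20 µM SAM. Monomethyl-H3K9 detected by AlphaScreen using anti-H3K9me1 antibody.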
APEX1 inh: qHTS Assay for Inhibitors of the Human Apurinic/apyrimidinic Endonuclease 1 (APE1). 350,000 tested, 0.35% active. DNA repair nuclease/redox regulator APEX1 (Homo sapiens), P27695. Potency, µM (series often up to 65.8 µM), without a hit: top-dose activity change, negative = inhibition, hits mostly inhibitors. AID 2517, 2012. recombinant APE1, TAMRA/BHQ-2 abasic DNA cleavage fluorescence;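 note: plate controls were vehicle for no effect and reference inhibitor for full effect; nearly all actives have a fitted effect of over 55% in size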
Target sequence (P27695 whole entry, looked up): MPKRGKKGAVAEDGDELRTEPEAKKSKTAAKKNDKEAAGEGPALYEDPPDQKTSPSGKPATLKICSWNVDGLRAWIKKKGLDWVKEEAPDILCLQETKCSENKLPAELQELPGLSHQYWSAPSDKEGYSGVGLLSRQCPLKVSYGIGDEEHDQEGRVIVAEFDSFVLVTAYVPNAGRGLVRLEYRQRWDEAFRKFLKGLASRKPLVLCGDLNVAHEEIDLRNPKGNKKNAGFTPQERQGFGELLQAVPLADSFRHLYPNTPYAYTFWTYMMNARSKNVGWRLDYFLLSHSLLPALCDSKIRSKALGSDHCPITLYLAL
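Kinetic fluorescence read (525 ex/598 em nm, three reads 60 s apart) of AP-site incision; signal = third minus first read. Enzyme 0.75 nM, dual-labelled THF duplex 50 nM, compound preincubation 15 min RT.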
Pol kappa inh: qHTS for Inhibitors of Polymerase Kappa; DNA polymerase kappa (Homo sapiens), Q9UBT6; purified Pol kappa, fluorescent DNA synthesis assay, 10 min; Potency, µM (highest dose often 107 µM), inactives show top-dose activity, negative = inhibition, most hits filed as inhibitors; 400,000 tested, 0.53% active; note: % is set by controls: 0 for no effect and ±100 for the full control effect
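Enzyme at 10 nM met test compounds for 15 min at room temperature. Substrate addition (50 nM final) began the reaction, which was monitored by fluorescence at 0 and 10 min.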
Apoferritin bind: qHTS Assay for Identification of Novel General Anesthetics; apoferritin/1-aminoanthracene competitive binding, fluorescence; Potency, µM (highest dose often 77.5 µM), without a hit: at the top dose activity change, negative = displacement, hits mostly inhibitors; 350,000 tested, 0.074% active; AID 485281, 2010; note: % is set by controls: 0 for no effect and ±100 for the full control effect; nearly all actives have a fitted effect of over 20% in size
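Read-out: endpoint 1-AMA fluorescence, excitation 380 nm and emission 535 nm, after compounds sit 10 min at room temperature with 10 uM horse-spleen apoferritin in 50% saturated 1-AMA/PBS. Values come from four-parameter Hill fits.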
POLI inh: qHTS for Inhibitors of Polymerase Iota. DNA polymerase iota (Homo sapiens), Q9UNA4. Pol iota fluorescent replication assay, 10 min. Potency, µM (highest dose often 115 µM), without a hit: at the highest dose activity, negative = inhibition, most hits filed as inhibitors. 390,000 tested, 1% active. AID 588590, 2011
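Fluorescent replication assay read twice, at 0 min and 10 min after adding 50 nM (final) substrate. Enzyme (10 nM) and compounds were first incubated 15 min at room temperature; enzyme-free buffer wells were negative controls.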
* marks the source's active call; other numbers are inactive results; ? = inconclusive; / = not tested or not shown; [ ] = remark or other dose. Calls come from the whole dose curve; as a rule, active = well fitted curve in the direction sought with a large enough effect; inconclusive = small, poorly fitted or top-dose-only effect, or another doubt; inactive = no such curve, though single readings can be large; an effect the other way counts as inactive or inconclusive. Potency is the fitted concentration of half-maximal effect. A portion of the library, so the mix of outcomes need not match the whole.

BAZ2B block | Apoferritin bind | APEX1 inh | Pol kappa inh | G9a inh | POLB inh | BLM helicase inh | POLI inh | Pol eta inh | SMILES
? | -5% | / | ? | 20µM* | 13% | -9% | ? | -8% | COc1ccc(C(=O)OC2=C(C(=O)c3ccccc3)N(C)S(=O)(=O)c3ccccc32)cc1OC
-21% | -12% | 4% | 2% | -7% | 2% | -6% | 13% | -2% | CCOc1ccccc1CN1CCN(Cc2cccc3nonc23)CC1CCO (configuration not stated)
3% | -12% | 2% | 0% | 19%[12.7 µM] | 3% | 3% | 47%[activator] | -2% | O=C1c2cc(S(=O)(=O)NCCCO)ccc2-c2ccc(S(=O)(=O)NCCCO)cc21
/ | 1% | 8% | -12%[12 µM] | / | / | 4% | / | / | O=C1C[C@@H](c2ccc(O)cc2)Oc2cc(O[C@@H]3O[C@H](CO)[C@@H](O)[C@H](O)[C@H]3O)cc(O)c21
-34% | -16% | / | 1% | -11%[59 µM] | -12% | -4% | ? | 8% | COc1ccc(C)cc1-n1nnc(-c2nc(-c3ccccc3Cl)no2)c1N
2% | -14% | 15% | 4% | 22%[59 µM] | 39% | 0% | 27% | 11% | COCCN(C(C)=O)c1nnc(-c2cnccn2)s1
? | -12% | 8% | -5% | -14%[59 µM] | -3% | 29% | -21% | -16% | CCOC(=O)c1c(CN(C)C)n(-c2ccccc2)c2cc(Br)c(OC)cc12
-3% | -12% | 4% | -9% | 12%[59 µM] | -15% | -2% | -22% | -10% | Cc1cc(C)cc(N(CC(=O)Nc2cccc(C)n2)S(=O)(=O)c2c(C)noc2C)c1
4% | -6% | 7% | 10% | / | 28% | 1% | -1% | -2% | Cc1cc(=O)oc2c(C)c(OCC(=O)N3CCC(C(=O)O)CC3)ccc12
-2% | -7% | 30% | -4% | 15% | -11% | 0% | -19% | -14% | Cc1csc(CNC(=O)C2CCC(=O)N(CCCc3ccccc3)C2)n1 (configuration not stated)
-25% | 0% | / | -9%[60.1 µM] | 3%[59 µM] | 32% | -1% | -15% | 5% | CC(=O)c1cc2c(cc1N/C(=N/S(=O)(=O)c1ccc(Cl)cc1)c1ccc(F)cc1)OCO2
-38% | -8% | -5% | -4% | 7%[59 µM] | 0% | -1% | -20% | -3% | O=C(CCn1cccc1)NCc1ccccc1
? | -8% | -22% | -14% | -8% | -14% | -20% | ? | 40µM* | Cc1ccc(-n2ccc(=O)c(C(=O)Nc3ccc(S(=O)(=O)Nc4nccc(C)n4)cc3)n2)cc1
-7% | / | -4% | 0% | 12%[59 µM] | / | / | 9% | 4% | CCc1ccc(C(=O)NNC(=O)C2CC(=O)N(c3ccc4c(c3)OCCO4)C2)cc1 (configuration not stated)
1% | -13% | -2% | 12% | ? | 13% | 1% | 40%[activator] | -16% | CCCN(CCC)CCCNC(=O)c1cn(CCOC)c(=O)c2c1c1ccccc1n2C
-5% | -13% | -2% | -6% | 7%[59 µM] | 18% | -1% | -5% | 3% | O=C(/C=C/c1ccc(Cl)cc1Cl)n1cccn1
9% | 3% | -2% | 1% | -12%[59 µM] | 26% | -11% | -6% | -16% | CCOC(=O)CSc1c(-c2ccc(Cl)cc2)[nH]c2ccccc12
1% | -5% | ? | -9% | ? | 22% | 5% | ? | -2% | CN(C)Cc1ccc(O)c(CCc2ccccc2)n1
/ | / | -12% | 1% | / | / | / | 11% | -4% | COc1ccc(-n2c(SCC(=O)N(C)C3CCS(=O)(=O)C3)nc3ccc(O)cc3c2=O)cc1OC (configuration not stated)
? | -3% | / | -17% | -50%[59 µM] | 0% | -7% | 23% | -22% | COc1cc(C2NC(=O)c3c(sc4c3CCN(C)C4)N2)cc(Br)c1OC(=O)c1ccc(C)cc1 (configuration not stated)
1% | -2% | -1% | -11% | -38% | -8% | 1% | 23% | -3% | COc1ccc(OC)c(-c2cc(-c3cccnc3)nc(N)c2C#N)c1
2% | -7% | 1% | -4% | 29% | 4% | -2% | 26% | -17% | CCCNC(=O)N1CCC(C(=O)c2cccc(F)c2)CC1
8% | -8% | -5% | -13% | -13% | -1% | 4% | 17% | -5% | c1ccc(CSc2ccc(-c3ccc4c(c3)OCO4)nn2)cc1
-19% | -4% | 8% | 8% | 19% | 26% | 0% | 19% | -18% | CC(=O)Nc1ccc(NC(=O)CCc2ccc(C)o2)cc1
-21% | -16% | -2% | -7% | 52%[activator][59 µM] | 19% | -4% | 20% | -2% | CCCN(CCC)CCNC(=O)CS(=O)Cc1nc(-c2ccc(C)cc2)oc1C (configuration not stated)
? | -6% | 1% | -6% | / | 7% | -1% | ? | 7% | CC(=O)c1cccc(Nc2nc(N3CCOCC3)nc(N3CCOCC3)n2)c1
-2% | 4% | 4% | -10% | 17%[59 µM] | 1% | -3% | 1% | ? | Cc1cc(N2CCN(c3cccc(C)c3C)CC2)nc(-c2ccccc2)n1
-5% | / | 8% | 1% | 1%[12.7 µM] | / | / | 18% | -19% | O=C(N/N=C/c1ccc(Cl)cc1Cl)c1ccc(-n2cnnn2)cc1
3% | -5% | 0% | -8% | -6% | 2% | -3% | -15% | -7% | O=C(O)c1ccccc1C(=O)Nc1cccc([N+](=O)[O-])c1
6% | 3% | / | -3%[60.1 µM] | 3%[59 µM] | -12% | 2% | 0% | -9% | COCCNC(=O)c1ccc2c(c1)N(Cc1cccc(Cl)c1)C(=O)c1ccccc1S2(=O)=O
-11% | -19% | -1% | -7% | ? | ? | -6% | ? | -8% | COC(=O)c1c(NC(=O)CCc2ccc(C)o2)sc(C)c1C
-28% | ? | 27% | -16% | ? | 4% | 2% | 9% | -5% | COc1cccc(-c2nc(CS(=O)CC(=O)NC(C)CCc3ccccc3)c(C)o2)c1 (configuration not stated)
144%[activator] | -7% | 15% | 0% | 211%[activator] | 11% | -4% | 32%[activator] | -21% | Cc1ccc(OC(=O)COc2ccccc2C)cc1
6% | 33%[activator] | -7% | -14% | 14% | 8% | -11% | 181%[activator] | -19% | CC(C)(C)NC(=O)c1ccc2c(c1)N(CC(=O)N1CCCCC1)C(=O)C(C)(C)O2
-4% | -16% | -3% | 16% | 9% | ? | -1% | -3% | -13% | O=C(CCC1CCCN(c2ncccn2)C1)N1CCN(c2ccccn2)CC1 (configuration not stated)
6% | -12% | 1% | 1% | -8%[12.7 µM] | -26% | -2% | ? | -23% | CCOCC(=O)N1CCc2ccccc21
5% | 3% | / | -2%[60.1 µM] | -6%[59 µM] | -4% | 1% | -4% | 1% | COc1ccc(NC(=O)CSCc2cc(=O)c3cc(C)ccc3[nH]2)cc1
-8% | -16% | -6% | -16% | 17% | -3% | -10% | 25% | -7% | CCCC(=O)C1=C(O)C(C(=O)OC)C(C)(C)CC1=Nc1ccc(C)cc1 (configuration not stated)
? | -21% | 3% | -12% | ? | -7% | -10% | 20% | -11% | CC1CCCN(C(=O)Cc2cn(Cc3cccc(Cl)c3)c3ccccc23)C1 (configuration not stated)
17% | -5% | 44%[activator] | -9% | 49%[activator] | -3% | 1% | -22% | 0% | C=CCN=C(NC#N)SC
-7% | -13% | 11% | -8% | 3% | 29% | -4% | -16% | -14% | COc1ccc(NC(=O)c2c(C)nn(Cc3ccccc3)c2Cl)cc1S(=O)(=O)N1CCOCC1
/ | / | 26% | -6% | / | / | / | 56%[activator] | -22% | Cc1ccc(SCC(=O)N2CCN(S(=O)(=O)c3cccs3)CC2)cc1
-14% | -4% | 8% | -3% | / | 27% | -8% | 20% | -3% | S=C(NC1CC1)N1CCN(C(=S)NC2CC2)CC1
-2% | -24% | / | -4%[60.1 µM] | 4%[59 µM] | 0% | -2% | 2% | -9% | CCOC(=O)c1ccc(NC(=O)CSc2nc3c([nH]c4ccccc43)c(=O)n2C)cc1
-11% | -9% | 14% | 4% | 11%[59 µM] | 2% | 0% | 0% | -12% | COC(=O)c1ccccc1NC(=O)C1CC(=O)N(c2ccc(OC)cc2)C1 (configuration not stated)
19% | ? | / | -6%[60.1 µM] | -2%[59 µM] | 13% | 1% | 20% | -10% | COc1ccc(Cl)cc1NCc1nnc2n1CCCCC2
-3% | / | 56% | 0% | -37% | / | / | 35%[activator] | -23% | CCOCCCn1c(SCC(=O)N(C)C2CCS(=O)(=O)C2)nc2ccccc2c1=O (configuration not stated)
12% | / | 7% | 0% | -26% | / | / | -12% | -3% | CC12CCC(=O)N1C(C(=O)Nc1nccs1)CS2 (configuration not stated)
/ | / | -31% | -17% | / | / | / | -10% | -12% | CC[C@@H](C)[C@@H]1CN([C@@H](C)CN2CCC[C@H]2CN2C(N)=NC[C@@H]2Cc2ccccc2)C(=N)N1CCc1ccc(Cl)c(Cl)c1
